# Autophagy mod – autophagy modulators in MEF cells, primary screen, imaging, high-content, MEF GFP-LC3 | MEF GFP-LC3 puncta imaging; test concentration mostly 10 µM | calls only at 10 µM (by protocol) | hit rate 0.98% among 190,000 | AID 463193, 2010;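 active = percentage of spot-positive cells more than 3 SD above its plate mean, without a fluorescence outlier flag or 80% toxicity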;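 also: spot-positive cell cutoff set from DMSO-treated cells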
# Ins promoter up – insulin promoter activators in MIN6 cells, imaging, high-content screening, mouse beta cells; hit rate 0.3% among 190,000; z-score at 5 µM; AID 1625, 2009; MIN6 insulin promoter-GFP reporter; active compounds read high;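 active = z-score above 3 at 5 µM with at least 500 cells counted in the well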
# MT stabilize HCS – microtubule stabilizers in HeLa cells, primary screen, imaging, high-content imaging; HeLa tubulin immunostaining HCS, 24 h; share of cells brighter than vehicle mean+2SD; % tubulin-high responders, % at 10 µM; hit rate 0.83% among 200,000; AID 2205, 2009;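 active = plate Z-score above 3 for both tubulin-high and condensed-nucleus cell shares, with cell loss under 80%, at 10 µM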;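 also: anti alpha tubulin signal scored within the nucleus-defined area of each cell; some results filed as inactive read as strong as hits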
# NOD2 inhibition – NOD2 signaling inhibitors, cell-based, luminescence, uHTS, HEK293 (AID 1566). HEK293 NOD2/NF-kB luciferase reporter, luminescence; higher % means a stronger effect. one-dose inhibition, % at 4 µM; EC50 in µM for titrated hits. hit rate 0.63% among 290,000; in the data active = inhibition above about 50%; also: many of its hits are not listed in these tables
# b-catenin transl – modulators of beta-catenin nuclear translocation, primary screen, imaging, HeLa cells, immunofluorescence, high-content | AID 1665, 2009 | hit rate 0.3% among 190,000 | nuclear translocation activity, % at 5 µM;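 active = nuclear translocation activity above 50% at 5 µM, with a well cell count of 50 or more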;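 also: per-cell ratio of nuclear to cytoplasmic median beta-catenin stain intensity; plate controls were DMSO negative control for no effect and GSK-3 inhibitor IX positive control for full effect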
#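 assay system = human HeLa cells, endogenous beta-catenin | times = compound treatment 24 h, 37°C, 5% CO2 | detection = Anti-beta-catenin immunofluorescence on PFA-fixed, Triton-permeabilized cells, DAPI nuclei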
# WT yeast gro inh – growth inhibition of WT strain, primary screen, mitochondrial fusion inhibitor project, WT and mutant strains, chemical genetic; mitochondrial fusion phenotypic screen; hit rate 2.1% among 190,000; inhibition, % at 10 µM; in the data active = inhibition above about 58%; tested in S. cerevisiae
# Lipid droplet – inhibitors of hepatocyte lipid droplet formation, primary screen, imaging, high-throughput imaging, BODIPY stain. AML12 mouse hepatocytes, oleate lipid droplets. inhibition, % at 6.5 µM. hit rate 0.4% among 240,000;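 active = lipid droplet intensity inhibited by at least 50%, with more than 500 cells counted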
#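 System: AML12 hepatocytes (mouse). Probe or stimulus: oleic acid at 100 µM to induce lipid droplet formation. Times: overnight treatment with compound plus oleate. Detection: Image-based BODIPY and DAPI two-channel analysis. Evaluation: percent inhibition of filter-corrected integrated lipid droplet intensity per well.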
# Dynein cargo inh – inhibitors of GR-EGFP nuclear translocation, primary screen, dynein cargo transport inhibitor project, imaging, high-content, 3617.4 mouse cells; test concentration mostly 20 µM; stimulated with dexamethasone, 1 µM; active compounds read low; z-score, hits read low; hit rate 0.47% among 220,000;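 active = plate z-score of nuclear minus cytoplasmic receptor signal below a set negative limit, without overly bright fluorescence or cell loss, cut at about -3.5 in these data, passing the limit was not always enough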;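 also: z-score of nuclear minus cytoplasmic ring GR-EGFP intensity difference per well; some compounds called inactive have numbers as strong as hits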
#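 Also added: dexamethasone, 1.0 µM final. Medium: tet-free, stripped-serum medium. Detection: fixed, Hoechst-stained cells imaged at 10x for EGFP. Read-out: nuclear-to-cytoplasmic GR-EGFP distribution per well. Times: induction 48 h, compound 1 h, agonist 30 min.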
# Yfh1-depleted yeast – enhancers of respiration in Yfh1-depleted yeast, dose response, Friedreich's ataxia, plus single-dose screen (AID 1465). S. cerevisiae Yfh1-off respiration, WST-1 reduction, 72 h; higher fold induction means a stronger effect. fold induction at 50 µM; hits with a dose series show EC50 in µM. hit rate 0.074% among 220,000;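 active = fold induction of absorbance versus untreated yeast above a set limit, then at least 30% activation at any dose in follow-up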;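 also: activators that raise dye reduction in frataxin-depleted yeast; strong numbers were not always called active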
# WT yeast gro inh mutant strain – further read-out of WT yeast gro inh, marked with its call; inhibition, %; mitochondrial fusion phenotypic screen, mutant strain inhibition
# Dynein cargo inh cytoplasmic EGFP – recorded beside Dynein cargo inh, whose call it bears; z-score; measured here: cytoplasmic GR-EGFP intensity; active compounds read high
# Dynein cargo inh nuclear GR-EGFP – also measured in Dynein cargo inh; calls as there; z-score; measured here: nuclear GR-EGFP intensity;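 lower value marks the stronger effect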
# Dynein cargo inh cell count – second read-out of Dynein cargo inh, no call of its own (marks repeat the call); z-score; measured here: cell count per field
# Ins promoter up cell count – recorded beside Ins promoter up, whose call it bears; cell count; measured here: cytotoxicity, nuclei count;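 total cells summed across four imaged fields per well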
# Lipid droplet cells 6.5 µM – also measured in Lipid droplet; calls as there; cell count; measured here: cell count, cytotoxicity flag;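 cells counted across two imaged fields per well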
# b-catenin transl cell count 5 µM – recorded beside b-catenin transl, whose call it bears; cell count; measured here: cell count, cytotoxicity flag
# MT stabilize HCS Hoechst-high % – recorded beside MT stabilize HCS, whose call it bears; % Hoechst-high responders; measured here: nuclear condensation Hoechst responders;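 share of cells brighter than vehicle mean plus two SD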
# MT stabilize HCS cytotoxicity % – recorded beside MT stabilize HCS, whose call it bears; toxicity, %; measured here: cytotoxicity by cell density;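 0% = mean cell density of plate MIN control wells and 100% = no cells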
# Autophagy mod cell loss 18 h – recorded beside Autophagy mod, whose call it bears; toxicity, %; measured here: cell loss, nuclei count;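 cell loss after 18 h compound exposure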
# * hit, by the source's call; i = inactive; · = no result given. Not all compounds are listed. The share of hits here may be higher or lower than overall.
SMILES,Autophagy mod,Autophagy mod cell loss 18 h,Ins promoter up,Ins promoter up cell count,MT stabilize HCS,MT stabilize HCS Hoechst-high %,MT stabilize HCS cytotoxicity %,NOD2 inhibition,b-catenin transl,b-catenin transl cell count 5 µM,WT yeast gro inh,WT yeast gro inh mutant strain,Lipid droplet,Lipid droplet cells 6.5 µM,Dynein cargo inh,Dynein cargo inh cytoplasmic EGFP,Dynein cargo inh nuclear GR-EGFP,Dynein cargo inh cell count,Yfh1-depleted yeast
O=C(Nc1ccc(Nc2ccccc2)cc1)C(Cl)Cl,i,1.6,0.49,1270,5.5,3.3,2.0,7.4%,2.9,868,-17.1,12.2,2.1,637,-0.886,-0.319,-0.737,1.09,i
CCOCCn1c(-c2ccc(OC)cc2)nc2ccccc21,i,9.9,0.22,886,6.2,3.4,3.0,-12.7%,-0.6,1123,16.3,9.4,·,·,2.85,-0.00916,2.07,-1.19,i
Cc1ccc(-c2nnn(CC(=O)N(c3ccc(F)cc3)C(C(=O)NC3CCCC3)c3ccco3)n2)o1 (stereo not drawn),i,27.8,-0.16,1150,2.9,1.6,0.9,-12.1%,-2.8,1181,-0.8,-6.0,·,·,0.456,-0.194,1.07,0.22,i
CC1CCN(C(=S)Nc2cccc(S(=O)(=O)N(C)C)c2)CC1,i,0.6,0.57,1140,5.2,3.4,7.7,13.6%,-0.9,1023,-7.8,12.5,-3.1,705,0.579,-0.323,0.528,-0.633,i
O=C(O)c1ccccc1NS(=O)(=O)c1cccc2cccnc12,i,4.4,0.12,1402,2.7,2.1,5.1,-3.5%,4.3,1085,1.4,-0.8,-1.7,758,0.145,-0.269,0.396,-0.127,i
CC(C)CN1CCNC(=O)C1CC(=O)NCCc1ccc(C(F)(F)F)cc1 (stereo not drawn),i,11.8,0.38,1384,3.0,2.2,2.6,-5.4%,5.2,905,3.9,6.7,-11.0,698,-0.807,-0.205,-0.31,-0.214,i
O=C(N/N=C\c1ccc(Cl)cc1)c1sccc1-n1cccc1,i,0.2,·,·,2.7,1.3,4.4,-3.6%,·,·,28.5,8.1,·,·,-0.661,-0.21,-0.878,-0.249,i
COC(=O)c1ccc(NC(=S)NCCCN2CCCC2=O)cc1,i,4.1,-0.24,1530,3.3,2.1,5.9,12.1%,-0.8,1096,0.2,8.9,10.4,659,0.052,-0.201,0.252,0.699,i
Cc1c(C(=O)Nc2ccc(F)cc2)oc2ccc(S(=O)(=O)N3CC(C)CC(C)C3)cc12 (stereo not drawn),i,1.6,-0.94,652,1.2,1.6,19.0,-5.0%,1.4,1168,19.1,14.3,-43.3,784,0.389,-0.221,0.0435,0.0838,i
Cc1ccc(NC(=O)CSc2nnc(C3COc4ccccc4O3)o2)c(Cl)c1 (stereo not drawn),i,-0.9,-1.31,1369,1.4,2.0,9.4,22.0%,-2.7,1108,-11.6,0.5,-14.1,670,1.42,0.147,0.779,-1.37,i
CS(=O)(=O)NCc1nnc(SCc2c(F)cccc2Cl)o1,i,5.1,-0.12,1403,4.3,2.4,2.9,4.7%,-0.5,1028,-0.1,3.3,3.1,666,0.44,-0.258,0.398,0.167,i
COc1ccc(NC(=S)Nc2cc(-c3ccccc3)[nH]n2)cc1Cl,i,10.2,-0.12,1929,3.2,1.6,5.8,10.6%,-1.7,1073,65.7*,40.9*,-0.5,647,0.0321,-0.227,-0.145,0.539,i
COc1ccccc1CNc1nc(-c2cc(C)n(C)c2C)cs1,i,1.1,0.07,1216,4.6,1.0,11.2,7.8%,-0.8,1102,9.8,6.9,-10.7,664,-1.81,-0.232,-0.865,1.13,i
CC(=O)NS(=O)(=O)c1ccc(NC(=O)C2C3C=CC(C3)C2C(=O)O)cc1 (stereo not drawn),i,-10.5,0.18,1123,5.9,1.9,9.4,9.0%,0.8,455,-11.0,-3.3,14.2,727,-0.149,-0.308,-0.432,0.714,i
CCCNC(=O)C(=O)Nc1ccc(N(C)C)cc1,i,-1.4,·,·,4.2,2.1,6.4,-59.3%,-2.6,542,-2.7,-11.7,4.4,737,-0.602,-0.235,-0.505,0.874,i
COc1ccc2c(c1)C(c1cccs1)=NNC(c1ccncc1)=N2,i,-26.5,-0.29,1429,1.5,1.6,2.0,29.7%,2.5,1037,12.4,10.0,0.0,582,0.187,-0.192,0.407,-0.724,i
CCCC(=O)N/C(N)=N/c1nc(C)c2ccccc2n1,·,·,-0.25,1341,·,·,·,27.8%,3.7,1122,·,·,2.3,643,-1.4,-0.14,-0.654,1.04,i
O=C1C(Cc2ccc(F)cc2)SC(=Nc2ccccc2)N1c1ccccc1 (stereo not drawn),i,5.0,-0.84,1295,1.8,1.8,5.1,1.8%,-1.8,958,1.6,-5.3,-52.1,556,-0.464,-0.0679,-0.407,-0.692,·
Clc1ccc(C2CSc3c4ncnc-4ncn32)cc1 (stereo not drawn),·,·,0.71,1546,·,·,·,-28.5%,-0.5,1329,·,·,-2.6,755,0.804,-0.102,0.183,-0.203,i
COc1cc(C(=O)OCC(=O)c2cc(C)n(C)c2C)cc(NC(=O)c2ccco2)c1OC,i,9.3,-0.25,1267,4.1,1.9,1.6,10.3%,-3.4,984,-5.4,-2.9,·,·,-0.465,-0.357,0.0729,0.311,i
CC(C)(C)C1=C(C#N)C(c2ccncc2)C(C#N)=C(N)O1 (stereo not drawn),i,4.4,-0.02,1240,7.9,3.6,11.0,0.5%,-1.4,560,-18.0,-13.9,-9.6,667,2.65,0.444,1.1,-1.57,i
COc1ccc(OC)c(CN2CCC(C(=O)N3CCN(c4ccccc4F)CC3)CC2)c1,i,-4.3,0.13,1221,1.1,1.7,3.6,-5.7%,-1.7,582,-9.0,-11.8,1.0,670,-0.661,-0.306,-0.687,0.946,i
COc1ccccc1-n1c(CNc2ccc(F)cc2)nnc1SCC(=O)Nc1cc(C)on1,i,0.6,·,·,3.0,2.0,2.9,6.2%,-0.7,1089,-14.1,8.5,1.1,698,-0.93,-0.173,-0.57,0.903,i
O=C(NCc1ccccc1)NC12CC3CC(CC(C3)C1)C2,·,·,-0.31,987,·,·,·,11.8%,-0.8,1361,·,·,21.3,690,-1.56,-0.235,-0.357,0.64,i
O=C(O)CC/C(=N\Nc1ccc([N+](=O)[O-])cc1)c1ccccc1,·,·,0.73,1427,·,·,·,-13.7%,1.1,1071,·,·,43.6,732,1.87,-0.228,0.929,-1.33,i
Cc1cccc(N2CCN(CCNC(=O)c3cc4c(s3)CS(=O)(=O)C4)CC2)c1C,i,5.7,-0.21,550,2.8,1.6,6.3,-7.5%,·,·,-4.8,-7.4,2.7,797,0.347,-0.252,0.66,0.636,i
CN(C)CCCCOc1ccc(F)cc1,i,-28.1,·,·,1.1,1.6,9.1,12.3%,1.9,1055,4.2,4.8,14.6,748,-1.09,-0.257,-0.512,1.12,i
Cn1c(=O)n(C)c2cc(C(=O)c3ccccc3)ccc21,i,-1.5,-0.68,1262,5.8,3.2,2.6,1.5%,-6.8,1254,-3.2,1.0,2.8,716,-0.459,-0.00976,0.35,0.00768,i
Cc1nc(SCc2ccc(F)cc2)c([N+](=O)[O-])[nH]1,i,-2.3,0.09,1334,5.2,2.5,8.7,-10.3%,-0.7,993,-15.2,-12.9,-1.3,668,-0.374,-0.297,-0.512,0.241,i
Cc1cccc(N2CCN(S(=O)(=O)c3ccc4c(c3)CCN4C(=O)CCC(=O)O)CC2)c1C,i,-0.8,0.9,1508,2.4,1.0,3.6,6.9%,-4.6,953,29.7,32.7,·,·,0.951,-0.152,0.565,-0.739,i
COCC(C)Nc1nc(C)c(C(C)=O)s1 (stereo not drawn),i,13.6,0.93,1381,3.3,2.0,3.5,10.6%,-1.0,1057,0.1,3.2,13.2,712,-1.03,-0.265,-0.455,1.2,i
CC12CN3CCN(CC(C3)/C1=N\N=C1/C3CN4CCN(C3)CC1(C)C4)C2,i,1.0,-0.66,1283,4.5,2.0,2.3,12.1%,-4.2,527,-13.7,-11.7,4.5,763,1.64,0.0224,0.967,-0.451,i
Cc1ccc(C(=O)N/C(=C\c2cccs2)C(=O)N2CCCCCC2)cc1,i,-5.3,-0.13,1385,3.7,1.5,10.4,11.5%,-2.0,970,0.8,36.3,·,·,-0.744,-0.176,-0.534,0.152,i

# Some entries already given, showing only Yfh1-depleted yeast and Dynein cargo inh cytoplasmic EGFP.
molecule	Yfh1-depleted yeast	Dynein cargo inh cytoplasmic EGFP
O=C(NCc1ccccc1)NC12CC3CC(CC(C3)C1)C2	i	-0.235
COCC(C)Nc1nc(C)c(C(C)=O)s1 (stereo not drawn)	i	-0.265

# Compound activity (PubChem)
